Dicer processing: blocks human Dicer maturation of pre-miR-21. AID 1347074. Q9UPY3. z-score at 25 µM. hit rate 6% among 47,000. cat-ELCCA pre-miR-21 Dicer processing, chemiluminescence; active compounds read high; in the data active = z-score above about 3, passing the limit was not always enough;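 also: plate controls were vehicle for no effect and no enzyme for full effect; higher signal means more uncleaved substrate so more Dicer inhibition; strong numbers were not always called active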
* marks the source's active call; other numbers are inactive results; & = joins results of further samples. An excerpt; count on the stated rates, not on these rows.

no. | SMILES | Dicer processing
1 | O=C(ON=C1CC2CCCC(C1)N2Cc1ccccc1)c1ccc(F)cc1 | 3.1*
2 | CCS(=O)(=O)c1c(S(=O)(=O)CC)c2cc(C(C)(C)C)ccn2c1C(=O)c1ccc(OC)cc1 | 5*
3 | COc1ccc(-c2nc3ccccc3c(=O)o2)cc1OC | 1.3
4 | CC1(C)CC(=O)C2=C(C1)OC1=C(C(=O)CC(C)(C)C1)C2c1ccc(Br)cc1 | 0.76
5 | COC(=O)C1C2C=CC3(CN(C(C)C)C(=O)C13)O2 (configuration not stated) | 0.21
6 | Cc1cc(C)nc(Nc2ccccc2O)n1 | 2.5
7 | CCCOc1ccc(C2c3c(oc4ccccc4c3=O)C(=O)N2c2nc(C)c(C)s2)cc1OCC (configuration not stated) | -0.12
8 | C=CCn1c(N)c(C(=O)NCc2ccccc2)sc1=S | -0.55
9 | CC(=O)Nc1ccc2nc(-c3ccc(-c4nc5ccc(NC(C)=O)cc5[nH]4)cc3)[nH]c2c1 | -1
10 | CCOC(=O)c1c(C)csc1NC(=O)Nc1c(-c2c(Cl)cccc2Cl)noc1C | -0.84
11 | Cc1cc(C)nc(NC(=S)Nc2cccc(F)c2)c1 | 0.95
12 | CCOC(=O)c1cc(-c2ccccc2)n(-c2ccc(N)cc2)c1C | 0.71
13 | COc1ccc(C(C)(C)C)cc1S(=O)(=O)n1cnc(C)c1 | 0.55
14 | Cc1cc2c(NS(=O)(=O)c3cn(C)cn3)cccc2nn1 | -1.9
15 | CC(C)Cn1cnc2c(N)nc3ccccc3c21 | -0.37
16 | O=C(NNC(=S)Nc1cccc(C(F)(F)F)c1)c1ccccc1C1=NCCCN1 | -1.4
17 | Nc1c(C(=O)c2ccccc2)sc2nnc(-c3ccccc3)c(-c3ccccc3)c12 | -0.19
18 | COc1cccc(-c2nn3c(-c4ccccc4Cl)nnc3s2)c1 | -0.38
19 | O=C(NC1CCCCC1)C1c2ccccc2Oc2ccccc21 | 0.78
20 | COc1ccc(C2Nc3ccccc3NC3=C2C(=O)CC(c2ccccc2)C3)cc1OC (configuration not stated) | 0.83
21 | CN1C2CCC1CC(NC(=O)Cc1ccccc1F)C2 (configuration not stated) | -1
22 | Cc1cc(C)n(-c2nnc3n2N=C(c2ccccc2O)CS3)n1 | 0.93
23 | COC(=O)c1cc(OC)c(OC)c(OC)c1NS(=O)(=O)c1ccc(Cl)cc1 | -0.21
24 | O=C1C2SCCN2C(=S)N1c1cccc(C(F)(F)F)c1 (configuration not stated) | -0.12
25 | Cc1c(Br)c([N+](=O)[O-])nn1CC(=O)NCc1cccs1 | -0.3
26 | COc1ccc(Cl)cc1NC(=O)CC(C)(C)CC(=O)O | 1.3
27 | CC(=O)Oc1ccc(C2C(C(=O)OCC(C)C)=C(C)NC3=C2C(=O)CC(c2cccs2)C3)cc1 (configuration not stated) | 0.7
28 | CC1=CC(C)(C)N2C(=O)C(=O)c3cc(OC(=O)CCC4CCCCC4)cc1c32 | 1.9
29 | Cc1cc(=S)nc(-c2ccccn2)[nH]1 | 6.9*
30 | O=C(NCC1CC1)NC(=O)c1c(Cl)cccc1Cl | -2.1
31 | O=C(C1Cc2ccccc2CN1S(=O)(=O)c1ccc(F)cc1)N1CCOCC1 (configuration not stated) | 2.4
32 | COc1ccc(/C(O)=C2\C(=O)C(=O)N(CCCn3ccnc3)C2c2ccc(C(C)C)cc2)cc1 (configuration not stated) | 0.64
33 | NC(N)=Nc1nc(CSCC/C(N)=N/S(N)(=O)=O)cs1 | -2.6&-0.59
34 | COc1ccc(OC)c(NC(=O)c2sc3nc(-c4cccs4)ccc3c2N)c1 | 0.91
35 | O=C(Nc1cccc(C(F)(F)F)c1)N1CCOC12CCCCC2 | -0.78
36 | CC(CO)(CO)NCC(O)COc1ccc(OC(F)(F)F)cc1 (configuration not stated) | -1.3
37 | CSc1nc(NCc2ccccc2)c2c3c(sc2n1)CC(C)CC3 (configuration not stated) | 1.9
38 | CC(N)=NCCCC[C@@H](N)C(=O)O | 0.23
39 | CC(=O)C(Sc1nnnn1-c1ccccc1)C(C)=O | -0.44
40 | O=C(Nc1ccc(F)cc1F)c1ccc([N+](=O)[O-])o1 | 0.72
41 | O=C(Nc1nc2n(n1)C(c1ccc(Cl)cc1)C=C(c1ccccc1)N2)c1cccs1 (configuration not stated) | 1.6
42 | NC(=O)c1sc(-c2ccc(Cl)cc2)cc1NS(=O)(=O)c1cc(C(F)(F)F)cc(C(F)(F)F)c1 | 3.7*
43 | CN1c2ccccc2C(=O)/C(=C\Nc2ccc(F)cc2F)S1(=O)=O | 0.05
44 | Cc1ccc(S(=O)(=O)N2CCCCC2)cc1-c1nnc2c3ccccc3c(C)nn12 | 1.1
45 | COC(=O)CC(=O)NC(CSC(=O)Nc1ccc(Cl)cc1)C(=O)OC (configuration not stated) | 0.63
46 | O=c1cc(-c2ccc(F)cc2)oc2ccccc12 | -1.2
47 | CCOC(=O)Cc1csc(NS(=O)(=O)c2ccc(F)cc2F)n1 | -0.9
48 | O=C(Nc1ccc(N2CCOCC2)cc1Cl)C1CCN(C(=O)OCc2ccccc2)CC1 | 2.2
49 | O=C(Nc1cnc2ccccn2c1=O)c1ccc(Cl)cc1 | 1.5
50 | O=c1c2ccccc2c2n[nH]c(O)c3ccc(=NC4CCCCC4)c1c32 | -0.55

Given field by field: part of the list above
#44 Cc1ccc(S(=O)(=O)N2CCCCC2)cc1-c1nnc2c3ccccc3c(C)nn12
  Dicer processing: 1.1

#16 O=C(NNC(=S)Nc1cccc(C(F)(F)F)c1)c1ccccc1C1=NCCCN1
  Dicer processing: -1.4

#47 CCOC(=O)Cc1csc(NS(=O)(=O)c2ccc(F)cc2F)n1
  Dicer processing: -0.9

#34 COc1ccc(OC)c(NC(=O)c2sc3nc(-c4cccs4)ccc3c2N)c1
  Dicer processing: 0.91

(further entries)
no. | SMILES | Dicer processing
51 | C=CCOc1ccc(C2c3c(oc4ccccc4c3=O)C(=O)N2c2nc(C)c(C(=O)OC)s2)cc1 (configuration not stated) | 1.3
52 | Cc1cc(Cl)ccc1NC(=O)CC#N | -0.26
53 | CCCN1C(=O)C(O)(CC(=O)c2ccccn2)c2cc(Br)ccc21 (configuration not stated) | 0.55
54 | COc1ccc(OS(=O)(=O)c2cc(S(=O)(=O)Oc3ccc(OC)cc3)c(Cl)s2)cc1 | 0.72
55 | Nc1nc2c(nc(Br)n2C2OC3COP(=O)(O)O[C@@H]3C2O)c(=O)[nH]1 (some centres not stated) | 0.88
56 | O=C(CCCCN1CCC(c2ccccc2)C1)c1ccccc1 (configuration not stated) | 1.5
57 | COCc1ccc2oc(C(=O)O)cc2c1 | -0.35
58 | Cc1ccc(S/C(=C\N(C)C)C(=O)c2ccc(Cl)cc2)cc1 | -0.64
59 | CCOc1ccc(S(=O)(=O)Nc2cccc(Br)c2)c2ccccc12 | 0.53
60 | S=C(NCCc1ccccc1)Nc1cc(Cl)c(Cl)cc1Cl | 4.7*
61 | COc1ccc(C2CC(=O)C=C(NCC3CCCO3)C2)cc1 (configuration not stated) | 0.06
62 | COC(=O)CSc1nc(-c2ccc(F)cc2)cc(C(F)(F)F)n1 | 0.92
63 | Cc1ccc(S(=O)(=O)Nc2ccccc2-c2nc(-c3ccc(Cl)cc3)no2)cc1 | -0.39
64 | COc1ccc(OC)c(NC(=O)C(Cl)Cl)c1 | 0.56
65 | CC1=C(C(=O)OC(C)C)C(c2ccc(F)c(Br)c2)CC(=O)N1 (configuration not stated) | 0.6
66 | CSc1nn(CSc2c(Cl)cccc2Cl)c(=S)s1 | 0.25
67 | Cc1ccnc(Nc2nc(-c3c(C)nc4ccccn34)cs2)c1 | 3.1*
68 | CC(=O)Nc1ccc(Br)cc1[N+](=O)[O-] | -0.93
69 | Cc1ccc(C)n1CCn1c(C)ccc1C | -0.54
70 | c1ccc(-c2nnc(-c3ccccc3)o2)cc1 | 1.1
71 | COC(=O)C(O)(NC(=O)c1cccc(C(F)(F)F)c1)C(F)(F)F (configuration not stated) | -0.56
72 | Cc1ccc(S(=O)(=O)Nc2sc3c(c2C(N)=O)CCCC3)cc1 | 2.1
73 | COC(=S)Nc1ccc(C(C)C)cc1 | -0.07
74 | CC(C)(C)c1cc(C(=O)Nc2cccc(C(F)(F)F)c2)n(Cc2ccc(F)cc2)n1 | -0.58
75 | COC(=O)c1c(NC(=O)c2c(OC)cccc2OC)sc2c1CCC2 | 1.5

An excerpt of these results, with each value named.
59) CCOc1ccc(S(=O)(=O)Nc2cccc(Br)c2)c2ccccc12
  Dicer processing: 0.53
60) S=C(NCCc1ccccc1)Nc1cc(Cl)c(Cl)cc1Cl
  Dicer processing: 4.7*

Carrying on.
no. | SMILES | Dicer processing
76 | O=C(CN1CCCCC1)N1c2ccccc2CCc2ccccc21 | 1.3
77 | O=C(Cc1ccc(Cl)cc1)n1cc(Cl)cn1 | 0.5
78 | COc1ccc(-c2noc(COc3ccc(C(C)C)cc3)n2)cc1OC | 0.36
79 | Cn1c(=O)c2c(nc(C(N)=O)n2C)n(C)c1=O | -0.53
80 | Cc1nc(C(F)(F)F)ccc1NC(=O)c1ccc(C(F)(F)F)nc1C | -1.2
81 | COc1ccc(-c2n[nH]c(=S)n2-c2ccccc2Cl)cc1 | -0.85
82 | CCOC(=O)c1ncn2c(=O)c3c(C(=O)OCC)ncn3c(=O)c12 | 0
83 | CCC1SC2=NCN(c3ccccc3)CN2C1=O (configuration not stated) | -2.4
84 | CCc1c(C)c(C#N)c2nc3ccccc3n2c1-n1ccnc1C | 1.6
85 | CC1=C(C(=O)OCc2ccccc2)C(c2ccccc2)NC(=O)N1C (configuration not stated) | -0.56
86 | COC(=O)N1c2ccccc2CCc2ccccc21 | 0.92
87 | Cn1c(=O)c2c3nc4ccc(F)cc4cc3c(=O)n(-c3ccccc3)c2n(C)c1=O | 0.52
88 | NC(=O)OCC(COC(N)=O)c1ccccc1 | 0.25
89 | CC1=C(C(=O)OCc2ccccc2)C(c2ccc3c(c2)OCO3)C2=C(CC(c3ccccc3)CC2=O)N1 (configuration not stated) | -0.26
90 | CCc1ccc(C(=O)CCC(=O)O)cc1 | -1.2
91 | Cc1cc(NS(=O)(=O)c2ccc(Cl)cc2)no1 | 0.21
92 | Cn1c(=O)[nH]c(=O)c2c1ncn2Cc1ccccc1F | 0.54
93 | N#CCC(=O)NNC(=O)c1cc([N+](=O)[O-])ccc1N | 1.2
94 | CC1CCCC(C)N1c1nn(C)c(=O)[nH]1 (configuration not stated) | -1.5
95 | Cc1ccc(S(=O)(=O)NC(=O)Nc2ccccc2N2CCCCC2)cc1 | -1.2
96 | CC(=O)OCCNc1nc2c([nH]1)c(=O)n(C)c(=O)n2C | -0.07
97 | COc1ccc(C(=O)CC2(O)C(=O)Nc3ccccc32)cc1 (configuration not stated) | 2.4
98 | Cn1c(SCc2ccccc2Cl)nnc1-c1cncc(C#Cc2ccccc2)c1 | 0
99 | O=C(CC(=O)c1ccccc1O)c1ccc(Cl)cc1 | -1
100 | O=[N+]([O-])c1ccccc1-c1ncc2ccccn12 | -0.04
101 | C[C@]12CC[C@@H]3c4ccc(O)cc4CC[C@H]3[C@@H]1CCC2=O | 0.13
102 | CCOC(=O)c1sc2sc(C(=O)OCC)c(C(C)(C)C)c2c1N | -0.53
103 | CC1=CC(C)(C)N(C(=O)NC2CCCCC2)c2ccccc21 | 0.52
104 | CC(C)(C)NC(=NCC1CC1)NN | 0.41
105 | Cc1cc(C)c2c(n1)sc1c(=O)sc(NC(=O)c3ccc(C(F)(F)F)nc3C)nc12 | 0.51
106 | Cc1ccc2nc3c(nc2c1)-c1ccccc1C3=O | -0.78
107 | O=c1c(Cc2cccc(Br)c2)c(-c2ccccc2)oc2ccccc12 | -1.3
108 | Cc1ccc2ccc(C(Nc3ccccn3)c3cccc(Br)c3)c(O)c2n1 (configuration not stated) | -0.92
109 | CCCC12CN3CC(CCC)(CN(C1)C3c1ccc(OC)c(OC)c1)C2=O (configuration not stated) | 23
110 | COCCOC(=O)C1=C(C)NC2=C(C(=O)CC(c3cccs3)C2)C1c1ccsc1 (configuration not stated) | 1.4
111 | Cc1ccc(Cc2c(C)[nH]c3nc4ccccc4n3c2=O)cc1 | 0.39
112 | COc1ccc(-c2cc(C(=O)Nc3ccc(F)cc3)c(C(F)(F)F)o2)cc1 | -0.27
113 | O=C1CC(c2ccccc2Cl)c2cc3c(cc2N1)CCC3 (configuration not stated) | -1.2
114 | CCOC(=O)C1=C(C)NC2=C(C(=O)CCC2)C1c1ccc(SC)cc1 (configuration not stated) | 0.96
115 | CCCCOC(=O)Nc1sc2c(c1C(N)=O)CCCC2 | -1.6
116 | Cc1cccc(C)c1NC(=S)NCCC(=O)O | 1.6
117 | CC(=O)Oc1cc(C(C)C)c(OCCN(C)C)cc1C | 1.6
118 | COc1cc2c(cc1OC)C1(CCCC1)CN(C(=O)c1cc(Br)ccc1OC)C2 | 0.12
119 | N#Cc1cnc(SCC(=O)NC(=O)Nc2ccccc2)nc1N | -0.34
120 | CSc1nc(-n2nc(C)cc2C)nc(-c2ccco2)c1C#N | 0.66
121 | O=C(CSc1nc(-c2ccc(F)cc2)cc(C(F)(F)F)n1)NCCCn1ccnc1 | 0.46
122 | CCCc1nc(C)c2c(=O)[nH]c(-c3cc(S(=O)(=O)N4CCN(CC)CC4)ccc3OCC)nn12 | 0.08
123 | C=C(C1CC1)N(Cc1ccccc1)C(=O)c1cccc(F)c1 | 0.38
124 | COc1cc(/C=C(\C#N)C(N)=S)cc(OC)c1OC | -0.11
125 | Cc1ccc(-c2nc(NC(=O)c3cccnc3Oc3ccccc3)sc2C)cc1Cl | 2.1

(more compounds)
no. | SMILES | Dicer processing
126 | Cc1nc(SCC(=O)Nc2cccc3nsnc23)oc1C | -7.9
127 | CCOc1ccc(-c2nc(C#N)c(NCC(C)C)o2)cc1 | -0.61
128 | CCOC(=O)CC1=NN=C(N)SC1 | -0.76
129 | Cn1cnnc1SCC(=O)n1c2c(c3ccccc31)CCCC2 | 1.1
130 | CCCN(CCC)C(=S)Nc1cccc(OC)c1 | 0.47
131 | NC(=O)Cc1cc(Br)sc1Br | 1.7
132 | Cc1nc(-c2ccncc2)ncc1-c1nsc(Nc2ccccc2)n1 | -0.06
133 | CC1=NN(c2nc(C)cc(C)n2)C(=O)C1CCC(C)C (configuration not stated) | -1.4
134 | CNC(=O)n1cc(C)c(-c2cccs2)n1 | -2.2
135 | Cc1ccc2c(=O)c(CN3CCN(C)CC3)c(C)[nH]c2c1C | 2.2
